All columns: NCI-60 one-dose screen, growth in % after 48 h at 10 µM unless noted; 100 = growth as untreated, 0 = no growth, -100 = all killed.
HCT-116 = HCT-116 colon cancer. 7.3% of 82,000 active. AID 1794798
KM12 = KM12 colon cancer cells. 5% of 82,000 active
COLO 205 = COLO 205 colon cancer. AID 1794742. 7.3% of 79,000 active
A498 = A498 renal cancer cells; 5.4% of 76,000 active; AID 1794774
HT29 = HT29 colon cancer. 7.4% of 81,000 active
HCC-2998 = HCC-2998 colon cancer; 4.7% of 79,000 active; AID 1794799
SW-620 = SW-620 colon cancer; 5.2% of 82,000 active; AID 1794795
SNB-75 = SNB-75 CNS cancer; 5% of 79,000 active; AID 1794750
HCT-15 = HCT-15 colon cancer. 5.2% of 82,000 active. AID 1794746
The depositor's hits bear a star; x = not tested or not shown; & = joins results of further samples. Rule for the calls: active = growth percent below 10; inactive = the rest.

Second line of a record: HCT-116 | KM12 | COLO 205 | A498 | HT29 | HCC-2998 | SW-620 | SNB-75 | HCT-15
O=C1NN(C(=O)c2ccc3ccccc3c2)C(c2ccccc2)=N/C1=C/c1ccoc1
 : 81.6 | 85.4 | 101.8 | 93.3 | 98.6 | 97.7 | 83.0 | 53.0 | 86.6
O=C(Nc1ccc(Cl)c(Cl)c1)NS(=O)(=O)c1cnccc1Oc1ccc(F)cc1
 : 41.3 | 48.7 | 90.4 | 33.7 | 75.1 | 76.7 | 65.3 | 79.0 | 73.9
COc1ccc(CNc2ccnc3[nH]c4ccc(C#N)cc4c23)cc1
 : 67.7 | 71.1 | 74.0 | 81.3 | 82.1 | 112.6 | 83.0 | 93.5 | 69.7
Cc1ccc(-c2cc(-c3nnc(SCC(=O)N4CCN(c5cc6c(cc5F)c(=O)c(C(=O)O)cn6C5CC5)CC4)o3)c3ccccc3n2)cc1
 : 102.1 | 103.2 | 113.9 | 106.4 | 97.1 | 103.7 | 106.2 | 124.3 | 103.9
Cc1ccc(S(=O)(=O)n2cc(CNc3ccc(N4CCOCC4=O)cc3)c3ccccc32)cc1
 : 76.8 | 96.7 | 85.1 | -51.1* | 89.1 | 97.8 | 78.7 | 73.4 | 74.7
COc1ccc(Nc2nc(SCCC(C)C)nc(-c3cc(OC)c(OC)c(OC)c3)c2C#N)cc1
 : 92.2 | 96.9 | 104.6 | 71.6 | 88.3 | 103.4 | 106.2 | 87.4 | 91.6
CO[C@H](/C(C)=C/C=C/C=C(C)/C=C/C[C@H](O)CC(=O)/C=C/C=C(C)/C=C/[C@@H](C)NC(=O)[C@H](C)C/C=C/C[C@@H](O)Cc1ccc(O)cc1)[C@@H](C)C(=O)O
 : 95.0 | 102.0 | 114.5 | x | 116.9 | 109.1 | 102.8 | 94.5 | 102.4
COc1cccc(-c2[nH]c(=S)ncc2C(=O)c2ccccc2)c1
 : 61.3 | 51.5 | 84.7 | 75.0 | 46.8 | 102.3 | 66.6 | 66.6 | 50.8
[2H]C([2H])([2H])Oc1c(F)cccc1/C=C/C(=O)/C=C(/C=C/c1cccc(F)c1OC([2H])([2H])[2H])OB(F)F
 : 86.7 | 104.2 | 113.3 | 104.7 | 108.4 | 104.0 | 111.3 | 99.2 | 95.7
CCCCCCCCCCCc1nc(-c2cc(OC)c(OC)c(OC)c2)no1
 : 97.2 | 101.7 | 107.8 | 93.5 | 100.7 | 104.0 | 98.0 | 72.2 | 102.1

Single records, from the list above. Screens in order: HCT-116 | KM12 | COLO 205 | A498 | HT29 | HCC-2998 | SW-620 | SNB-75 | HCT-15
`CO[C@H](/C(C)=C/C=C/C=C(C)/C=C/C[C@H](O)CC(=O)/C=C/C=C(C)/C=C/[C@@H](C)NC(=O)[C@H](C)C/C=C/C[C@@H](O)Cc1ccc(O)cc1)[C@@H](C)C(=O)O` across the screens: 95.0 | 102.0 | 114.5 | x | 116.9 | 109.1 | 102.8 | 94.5 | 102.4
`Cc1ccc(-c2cc(-c3nnc(SCC(=O)N4CCN(c5cc6c(cc5F)c(=O)c(C(=O)O)cn6C5CC5)CC4)o3)c3ccccc3n2)cc1` across the screens: 102.1 | 103.2 | 113.9 | 106.4 | 97.1 | 103.7 | 106.2 | 124.3 | 103.9

The main list resumes; the 4 compounds before the break are reprinted first.
Second line of a record: HCT-116 | KM12 | COLO 205 | A498 | HT29 | HCC-2998 | SW-620 | SNB-75 | HCT-15
CO[C@H](/C(C)=C/C=C/C=C(C)/C=C/C[C@H](O)CC(=O)/C=C/C=C(C)/C=C/[C@@H](C)NC(=O)[C@H](C)C/C=C/C[C@@H](O)Cc1ccc(O)cc1)[C@@H](C)C(=O)O
 : 95.0 | 102.0 | 114.5 | x | 116.9 | 109.1 | 102.8 | 94.5 | 102.4
COc1cccc(-c2[nH]c(=S)ncc2C(=O)c2ccccc2)c1
 : 61.3 | 51.5 | 84.7 | 75.0 | 46.8 | 102.3 | 66.6 | 66.6 | 50.8
[2H]C([2H])([2H])Oc1c(F)cccc1/C=C/C(=O)/C=C(/C=C/c1cccc(F)c1OC([2H])([2H])[2H])OB(F)F
 : 86.7 | 104.2 | 113.3 | 104.7 | 108.4 | 104.0 | 111.3 | 99.2 | 95.7
CCCCCCCCCCCc1nc(-c2cc(OC)c(OC)c(OC)c2)no1
 : 97.2 | 101.7 | 107.8 | 93.5 | 100.7 | 104.0 | 98.0 | 72.2 | 102.1
O=C(CNc1nc(-c2ccccc2)cs1)Nc1ccc([N+](=O)[O-])cc1Cl
 : 21.4 | 29.1 | 60.7 | 55.0 | 34.8 | 7.3* | 23.2 | 82.3 | 1.4*
O=c1c(-c2nc(-c3ccccc3)c(-c3ccccc3)[nH]2)coc2ccc(F)cc12
 : 39.4 | 23.4 | 53.0 | 109.3 | 68.1 | 77.2 | 51.0 | 39.0 | 24.3
COc1ccc(/C=C2\C(=O)N(C(=O)c3csc(NC(C)=O)n3)N=C2C)cc1OC
 : 94.3 | 104.0 | 104.7 | 102.8 | 103.0 | 100.2 | 115.5 | 94.9 | 103.6
NS(=O)(=O)c1ccc(CCn2c(SCC(=O)Nc3ccc(F)cc3)nc3ccccc3c2=O)cc1
 : 98.9 | 100.2 | 117.5 | x | 110.8 | 111.3 | 103.6 | 93.5 | 96.2
COc1cc(/C=N/Nc2ncnc3c2c(C)nn3-c2ccc(Cl)cc2)ccc1O
 : 58.9 | 63.0 | 93.1 | 75.4 | 105.0 | 74.1 | 109.9 | 74.6 | 74.2
CCOC(=O)CCCCN1C(=O)S/C(=C\c2ccc([N+](=O)[O-])cc2)C1=O
 : 99.4 | 102.6 | 125.6 | x | 111.0 | 114.9 | 98.5 | 88.6 | 96.5
O=C1C(=O)c2ccccc2C2=C1C(c1ccc(Cl)cc1)c1c(n[nH]c1-c1ccc(Cl)cc1)N2 (configuration not stated)
 : 63.5 | 73.3 | 95.4 | 96.0 | 82.5 | 89.6 | 93.9 | 112.1 | 82.3
CC(=O)OC(c1ccccc1)C(OC(C)=O)c1ccccc1 (configuration not stated)
 : 104.7 | 97.8 | 103.7 | 102.7 | 93.9 | 108.1 | 106.3 | 84.6 | 98.8
COc1cc(C(=O)NNC(=O)c2ccc(NC(=O)CC#N)cc2)cc(OC)c1OC
 : 102.4 | 107.5 | 103.7 | 96.9 | 83.8 | 99.4 | 97.9 | 93.5 | 103.9
C=C(C)[C@@H]1CC[C@]2(C(=O)O)CC[C@]3(C)[C@H](CC[C@@H]4[C@@]5(C)C[C@@H](CC#Cc6ccccc6C)C(=O)C(C)(C)[C@@H]5CC[C@]43C)[C@@H]12
 : 12.5 | 20.3 | -7.6* | 10.7 | 22.3 | 31.7 | 25.7 | 58.1 | 20.9
COC(=O)C(CCC(=O)CN1C(=O)c2ccccc2C1=O)N1C(=O)c2ccccc2C1=O (configuration not stated)
 : 105.7 | 107.7 | 118.8 | 126.5 | 106.2 | 104.9 | 114.6 | 112.8 | 98.2
Clc1ccc(Nc2nnc(COc3ccccc3)c3ccccc23)cc1
 : 1.2* | 0.2* | -5.8* | -17.3* | 1.3* | 8.6* | 15.4 | 13.1 | 4.5*
CCn1ncc2c1nc(-c1ccccc1)c[n+]2[O-]
 : 111.3 | 101.1 | 107.6 | 100.7 | 85.8 | 106.4 | 108.5 | 107.2 | 106.3
CC(C)c1cc(C(C)C)c(C(=O)c2ccc([N+](=O)[O-])cc2)c(C(C)C)c1
 : 59.6 | 95.8 | 93.0 | 61.7 | 77.5 | 94.0 | 81.1 | 79.3 | 84.9
O=C(CCC(C(=O)c1ccccc1)c1ccccc1)c1ccccc1 (configuration not stated)
 : 50.3 | 34.5 | 79.7 | 80.6 | 34.1 | 76.6 | 41.9 | 79.9 | 45.8
Oc1c(Cl)cc(Oc2cc(Cl)c(O)c(CN3CCOCC3)c2)cc1CN1CCOCC1
 : 87.0 | 102.3 | 105.4 | 84.7 | 105.5 | x | 98.3 | 88.1 | 82.1
O=C1/C(=C/c2cc3ccccc3[nH]c2=O)CCC/C1=C\c1cc2ccccc2[nH]c1=O
 : 80.8 | 92.5 | 103.6 | 93.7 | 96.1 | 95.4 | 101.0 | 74.2 | 93.6
NC(=O)N1CCN(CCCN2c3ccccc3Sc3cc(Cl)ccc32)CC1
 : 77.6 | 98.0 | 94.6 | 81.8 | 81.5 | x | 96.8 | 76.4 | 88.3
CCOC(=O)C1CCCC12Nc1cccc3cccc(c13)N2 (configuration not stated)
 : 95.4 | 98.3 | 91.0 | 95.6 | 95.4 | 106.9 | 91.6 | 95.0 | 91.5
C[C@]12CCC(=O)C=C1CC[C@H]1[C@@H]3C[C@@H](O)[C@](O)(C(=O)CO)[C@@]3(C)C[C@H](O)[C@@]12F
 : 90.6 | 101.6 | 103.5 | 97.2 | 103.3 | x | 95.5 | 108.2 | 102.4
O=c1[nH]c2ccccc2c(=O)n1O
 : 89.2 | x | 113.3 | 75.6 | 97.8 | 97.9 | 96.7 | 86.0 | 90.2
NC(=S)Nc1ccccn1
 : 94.7 | 81.3 | 113.8 | 91.9 | 94.7 | x | 89.5 | 94.9 | 107.9
O=C(NC1C(O)OC(CO)C(O)C1O)NS(=O)(=O)c1ccc(Cl)cc1 (configuration not stated)
 : 96.9 | 104.1 | 113.6 | 95.2 | 93.2 | 114.5 | 100.2 | 94.0 | 101.9
COc1ccc2c(c1)=C/C(=C/c1sc(Nc3ccc(S(N)(=O)=O)cc3)nc1O)C(=O)N=2
 : 96.7 | 88.7 | 101.3 | x | 103.7 | 101.5 | 101.2 | 90.9 | 98.1
CC1(C)CC[C@]23CC[C@]4(C)[C@H](CC[C@@H]5[C@@]6(C)C/C(=C/c7cccnc7)C(=O)C(C)(C)[C@@H]6CC[C@]54C)[C@H]2[C@H]1OC3
 : 95.0 | 100.2 | 106.7 | 66.2 | 84.7 | 97.9 | 87.2 | 81.1 | 96.6
c1ccc(CNc2ncnc3onc(-c4ccccc4)c23)cc1
 : 59.2 | 79.0 | 93.2 | 49.3 | 80.5 | 78.2 | 93.9 | 63.4 | 90.3
Cc1cccc(NC(=O)[C@@H]2c3ccccc3C(=O)N(c3ccc(F)cc3)[C@H]2c2ccc(F)cc2)n1
 : 34.8 | 68.9 | 76.5 | x | 46.8 | 76.9 | 79.4 | 81.0 | 70.8
O=C1CCCCCCCCCCCCCC1
 : 96.7 | 106.5 | 113.4 | 110.0 | 102.0 | 102.5 | 97.6 | 80.3 | 96.5
Cc1cccc(NC(=O)CSc2nc3ccc([N+](=O)[O-])cc3[nH]2)c1
 : 70.0 | 81.9 | 90.1 | 63.5 | 90.4 | 96.9 | 97.9 | 70.0 | 75.1
O=C(N/N=C/C[C@@H]1[C@@H](/C=C/[C@@H](O)CCc2ccccc2)[C@H](O)C[C@@H]1O)c1ccncc1
 : 103.6 | 103.4 | 115.5 | 100.3 | 101.1 | 85.8 | 101.7 | 102.0 | 110.4
COc1ccc2[nH]cc(-c3cc(N)n4nc(-c5c[nH]c6ccccc56)cc4n3)c2c1
 : -82.1* | -48.8* | -82.5* | -0.4* | -63.8* | -76.2* | -70.4* | 82.1 | -79.2*
COC(=O)Nc1ccccc1
 : 98.5 | 107.2 | 109.1 | 100.5 | 100.8 | 102.5 | 99.9 | 105.1 | 103.8
CC(=O)[C@H]1CC[C@]2(C)[C@@H]1CC[C@@H]1[C@@]3(C)C/C(=C/c4ccccn4)C(=O)C(C)(C)[C@@H]3CC[C@]12C
 : 89.7 | 95.7 | 108.8 | 107.6 | 96.9 | 110.1 | 103.4 | 103.9 | 93.8
O=C(O)COc1cccc(C(=O)/C=C/c2ccc(Br)cc2)c1
 : 109.4 | 102.7 | 97.5 | x | 112.6 | 111.8 | 115.6 | 112.1 | 98.7
CCCCCCCCCCCCCCCCNC(=S)N/N=C/c1ccc(Cl)c(Cl)c1
 : 108.3 | 97.1 | x | 114.6 | 97.8 | 103.1 | 119.8 | 99.4 | 108.6
COC(=O)[C@@H](NS(=O)(=O)N(c1ccc(F)cc1)C1CCN(C(=O)OC(C)(C)C)CC1)C(C)C
 : 102.2 | 102.9 | 117.2 | 134.2 | 110.8 | 102.3 | 131.0 | 90.9 | 108.5
COc1ccc(-c2nn(-c3cccc(Cl)c3)cc2/C=C2\NC(=S)N(c3ccc(OC)cc3)C2=O)cc1
 : 71.3 | 94.2 | 120.4 | x | 93.1 | 111.5 | 101.7 | 32.4 | 103.7
O=C(Nc1nccs1)C(F)(F)F
 : 106.2 | 117.2 | 103.3 | 75.7 | 100.4 | 87.6 | 105.5 | 80.5 | 100.0
C=C1C(=O)O[C@H]2[C@H]1CC/C(COC(=O)N[C@H](Cc1c[nH]c3ccccc13)C(=O)OC)=C\CC[C@@]1(C)O[C@@H]21
 : -58.2* | 92.6 | -36.2* | 83.0 | 14.9 | 101.0 | -1.9* | 82.0 | 1.9*
CN(C)S(=O)(=O)N(C)C
 : 100.6 | 100.9 | 119.4 | 57.6 | 86.0 | 102.9 | 107.0 | 98.9 | 102.8
CN1C(=O)N(c2ccccc2)C2C1NN=c1s/c(=C\c3ccccc3)c(=O)n12 (configuration not stated)
 : 101.3 | 101.1 | 111.7 | x | 106.5 | 110.3 | 85.9 | x | 100.2
O=C(Cn1c2c(sc1=O)[C@H]1[C@@H](O)[C@@H](O)[C@H](O)[C@@H]1CS2)N1CCOCC1
 : 110.3 | 102.6 | 116.4 | 99.3 | 105.8 | 111.0 | 107.2 | 82.3 | 107.3
Cc1cc(C)c2c(c1)CC(C)(C)CC2=O
 : 107.8&90.9 | 90.2&97.4 | 108.3&100.6 | 112.4&102.8 | 112.0&94.8 | 103.0&92.6 | 104.4&111.6 | 94.4&81.2 | 102.2&112.0
N/C=N/O
 : 104.6 | 111.2 | 108.6 | 91.9 | 106.5 | 103.1 | 108.5 | 98.8 | 107.1
Cn1cc(CCc2cc[n+](CCC[n+]3ccc(CCc4cn(C)c5ccccc45)cc3)cc2)c2ccccc21
 : 83.5 | 98.7 | 96.3 | 66.5 | 95.4 | 108.6 | 99.8 | 93.6 | 106.0
N#Cc1cc(-c2nc3ccccc3[nH]2)c(N)[nH]c1=O
 : 97.1 | 98.6 | 102.1 | 69.6 | 100.2 | 114.8 | 113.0 | 77.8 | 88.0

High-throughput results deposited in PubChem BioAssay by NCI.
